12-LOX inh – inhibitors of human 12S-lipoxygenase ALOX12 | 580,000 compounds, 1.1% hits | Potency, µM (series often up to 108 µM), for inactives: top-dose activity change, negative = inhibition, usual class: inhibitors | purified 12hLO, xylenol orange hydroperoxide absorbance; active = well fitted inhibition curve with a large enough effect; inconclusive = small, poorly fitted or top-dose-only effect, or another doubt; inactive = no such curve, though single readings can be large or run the other way
Target sequence (P18054 whole entry, looked up): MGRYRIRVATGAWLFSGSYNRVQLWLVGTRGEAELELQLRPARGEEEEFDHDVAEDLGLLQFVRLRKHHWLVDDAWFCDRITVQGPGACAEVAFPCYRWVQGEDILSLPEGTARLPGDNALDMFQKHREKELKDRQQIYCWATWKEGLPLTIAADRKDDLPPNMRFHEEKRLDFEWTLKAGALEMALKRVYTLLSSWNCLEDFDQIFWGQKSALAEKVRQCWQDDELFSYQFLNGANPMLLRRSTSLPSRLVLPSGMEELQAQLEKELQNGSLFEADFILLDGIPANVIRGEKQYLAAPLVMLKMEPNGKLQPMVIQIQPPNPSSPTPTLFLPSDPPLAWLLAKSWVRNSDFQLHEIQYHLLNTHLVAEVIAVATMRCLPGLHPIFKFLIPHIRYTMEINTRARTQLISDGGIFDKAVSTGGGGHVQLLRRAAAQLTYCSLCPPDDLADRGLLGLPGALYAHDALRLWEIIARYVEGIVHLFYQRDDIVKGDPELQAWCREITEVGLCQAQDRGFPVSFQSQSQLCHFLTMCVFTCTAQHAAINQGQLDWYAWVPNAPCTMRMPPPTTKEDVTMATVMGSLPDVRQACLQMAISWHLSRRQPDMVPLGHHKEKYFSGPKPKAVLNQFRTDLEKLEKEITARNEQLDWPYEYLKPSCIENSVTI
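Purified human 12hLO at 150 nM in 25 mM Hepes, 0.01% Triton X-100, pH 7.0, preincubated 15 min at room temperature with compound. Reaction started with 40 uM arachidonic acid, 30 min at room temperature. Hydroperoxide measured by Fe-xylenol orange, 573/405 nm absorbance ratio.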
Active calls of the source: *; ? = inconclusive; [ ] = dose if it differs, or a comment. % is scaled to controls: 0 for no effect and ±100 for the full control effect; potency is read from the fitted curve at half-maximal effect. These rows are one share of the data; the hit share may differ from the screen's.

12-LOX inh | SMILES
? | O=C(/C=C/c1ccccc1Cl)Nc1ccccc1-c1ccccc1
-5% | CCC(C)NCC#Cc1ccccc1 (stereo not drawn)
19%[176 µM] | COc1ccc(N2CC(C(=O)N3CCOCC3)NC2=O)cc1 (stereo not drawn)
13% | CN(C)c1nc(-c2ccccc2)nc2c1CCN(C(=O)C1CC1)C2
-38% | C=CCNC(=O)NC(=O)C12CC3CC(CC(C3)C1)C2
-9%[6.33 µM] | CN(C)C(=O)c1cc(-c2cnccc2Cl)c2cccn2n1
19% | O=c1[nH]c(-c2ccc(F)cc2)nc2c1CCN(S(=O)(=O)c1cccs1)C2
8% | COc1ccc(C(NC(=O)COc2ccc(-c3ccccc3)cc2Cl)c2nccn2C)cc1 (stereo not drawn)
-5%[176 µM] | O=C(O)CCn1ncc2cc(OCC3CCN(C(=O)Cc4ccccc4)CC3)ccc21
9% | CCOc1ccc(CNCc2cccn2-c2nnc(N3CCN(C)CC3)s2)cc1
-27% | CC(C)n1c(SCCc2ccccc2)nc2c1c(=O)[nH]c(=O)n2C
0% | O=C(c1cnccn1)N1CCC2(CC1)NCCc1c2[nH]c2ccccc12
49%[activator] | CC(C)c1noc(C2CCN(C(=O)Cn3ccc4ccccc4c3=O)CC2)n1
6%[176 µM] | CCCCCC(=O)N[C@@H](Cn1cc(F)c(=O)[nH]c1=O)C(=O)O
? | CC(C)CNc1nc(-c2ccc(Cl)cc2)c(CC(=O)O)s1
-41% | C/C=C/C=C/C(=O)OCc1nc2c(c(=O)[nH]c(=O)n2CCCC)n1C
14% | CCCCCNCc1ccccc1F
-52% | O=C(NCC1CN(C(=O)Cc2cccc(Cl)c2)CC12CN(c1ccccc1)C2)c1ccccc1 (stereo not drawn)
? | CCCCN(CCCC)c1nc(-c2ccccc2)cc(-c2ccccc2)c1C#N
15% | CCn1cc(S(=O)(=O)N2CC(N(C3CCOCC3)S(C)(=O)=O)C2)cn1
5% | O=C(NCCc1ccc(F)cc1)c1ccccn1
-25% | COc1ccc(CNC(=O)c2ccc(C3Nc4ccccc4S(=O)(=O)N3)cc2)cc1OC (stereo not drawn)
32µM* | CC1CCN(C(=O)CSc2n[nH]c(-c3cc(Br)ccc3O)n2)CC1
28%[176 µM] | CCNC(=O)N1C[C@@H](F)[C@@H](OCc2nc3ccc(F)cc3[nH]2)C1
7% | CCOC(=O)c1nc(NCc2ccccc2OC)c2ccccc2n1
-13% | O=C(Cn1cnc2ccc(Br)cc2c1=O)N1CCCC1c1ccc2c(c1)OCCCO2 (stereo not drawn)
48%[activator] | COc1ccc(NC(=O)C2(Cc3ccccc3)CCCCC(=O)N2)c(OC)c1 (stereo not drawn)
43% | Nc1nccnc1C(=O)NCCc1ccsc1
15%[176 µM] | Cn1cc(CN2CCOC[C@H](Oc3cnccn3)C2)cn1
? | COc1ccc(C(=O)N2CC[C@@H](CC(=O)O)[C@@H](CCN3CCCN(C(C)=O)CC3)C2)cc1
52%[activator][176 µM] | O=C(Cc1ccccc1)N1CCC12Cc1ccccc1NC2=O (stereo not drawn)
-14% | CCCc1cc(=O)oc2cc(OC(C)C(=O)NCc3cccnc3)c(Cl)cc12 (stereo not drawn)
7% | CCN1c2cc(C(=O)NCc3cc(F)cc(F)c3)ccc2C(=O)N2CCCCCC21 (stereo not drawn)
-9% | CCN(CC1COc2ccccc2O1)C(=O)CSc1nnnn1C1CCCC1 (stereo not drawn)
1% | Cc1nc(SC(C)c2cc(F)ccc2F)sc1CC(N)=O (stereo not drawn)
-1% | O=C(O)Cc1ccc2c(c1)[nH]c1ccccc12
-8% | CN(C(=O)CCc1ccsc1)C1CCCCC1
-8% | CN(C)C(=O)c1ccc(-c2cc3c(Nc4ccc(OC(F)(F)F)cc4)nccc3n2C)cc1
-29% | Cc1cc(C)c(N)c([N+](=O)[O-])c1
-1% | CCCOc1ccc(CNC(=O)C2=C(c3ccccc3)c3cc(Cl)ccc3S(=O)(=O)N2C)cc1

Two of these compounds, reformatted.
Compound | 12-LOX inh
COc1ccc(C(NC(=O)COc2ccc(-c3ccccc3)cc2Cl)c2nccn2C)cc1 (stereo not drawn) | 8%
O=C(O)CCn1ncc2cc(OCC3CCN(C(=O)Cc4ccccc4)CC3)ccc21 | -5%[176 µM]

(more compounds)
12-LOX inh | SMILES
1% | CCN(Cc1nc2cc(Cl)ccc2c(=O)[nH]1)C(=O)CNC(=O)c1ccc(C(F)(F)F)cc1
-3% | CC(C)n1nc(OC(C)(C)C(=O)NCC2CCOCC2)c2cc(CN3CCOCC3)ccc21
24% | Cc1nc(C)c(C(=O)N2CCc3c(c(-c4nncn4Cc4ccccc4)nn3C)C2)s1
17%[176 µM] | COc1ccccc1N1CCCc2ncc(C(=O)N3CCC[C@@H]3c3ccc(F)cc3)cc21
-23% | CCC(=O)c1ccc(OCc2ccc(Cl)c(Cl)c2)cc1
2% | CCCN(C(=O)Cn1nc(Cc2cccnc2)c2ccccc2c1=O)c1cccc(Cl)c1
-5% | Cc1ccc(C2Cn3nnc(C(=O)N4CCC(C(=O)NCc5ccccc5C)CC4)c3CO2)cc1 (stereo not drawn)
7.1µM* | CCOc1ccc(Br)cc1C1C(C#N)=C(N)Oc2cc3c(cc21)OCO3 (stereo not drawn)
-20% | CC(C)(C)OC(=O)N1O[C@H]2C=C[C@@H]1C2
-15%[176 µM] | O=C(OCc1ccccc1)N1CCOCC12CCN(Cc1nccs1)CC2

2 successive entries from above, quoted:
12-LOX inh | SMILES
? | O=C(/C=C/c1ccccc1Cl)Nc1ccccc1-c1ccccc1
-5% | CCC(C)NCC#Cc1ccccc1 (stereo not drawn)

(listing goes on)
12-LOX inh | SMILES
17% | COc1ccc2cc(C(C)C(=O)Nc3cccc4cccnc34)ccc2c1 (stereo not drawn)
-15% | O=C(CSc1nnnn1Cc1ccccc1)N1N=C(c2cc3ccccc3o2)CC1c1ccco1 (stereo not drawn)
3.5µM* | O=C(O)CC(c1ccncc1)c1c[nH]c2ccccc12 (stereo not drawn)
24% | O=C(CC1CCCN(c2cn[nH]c(=O)c2)C1)NCc1cc(F)cc(F)c1 (stereo not drawn)
? | CC1CCC(NC(=O)c2csc3c2CCC(C)C3)CC1 (stereo not drawn)
5% | Cc1cc(C)n(CCC(=O)N2CC(Oc3ccc(-c4nc(-c5ccccc5)no4)cc3)C2)n1
33% | COc1ccc(C(=O)N[C@@H]2CCC[C@@H]2C(=O)NCc2ccccc2C(F)(F)F)cc1
-4%[176 µM] | Cc1noc2c(-c3cccnc3NCCN(C)C)cc(-c3ccccc3)nc12
-23% | Cc1nccn1-c1ccc(C#N)cc1
30% | CCCNC(=O)C1c2ccccc2C(=O)N(C2CCCCC2)C12CCCCC2 (stereo not drawn)
-5% | Cc1nc2ccc(Cl)cc2cc1C(=O)N1CCN(CC(F)(F)F)CC1
-6% | Cc1ccc(NC(=O)CN(C)C(=O)C(C)N(C)Cc2ccccc2F)cc1 (stereo not drawn)
? | c1ccc(N2CCN(c3nc(N4CCCC4)c4nccnc4n3)CC2)cc1
-6% | COc1cc(=O)n(-c2ccccc2C)nc1C(=O)NCc1ccc2c(c1)OCO2
20% | CCCCCCCCCOc1ccc(C(=O)c2ccccc2)cc1
8% | CCCNC(=O)C1CCCN(Cc2cccc(C(F)(F)F)c2)C1 (stereo not drawn)
-4% | O=C(O)c1cccc(-c2ccc(F)cc2)c1
-3% | CC(C)CCNC(=O)C1(NC(=O)NCc2ccccc2)CCCC1
? | Cc1ccc(O)c(C(=O)N(C)Cc2ccc(Cl)cc2Cl)c1
8% | Cn1ncc(N2CCOC(CCNC(=O)c3cccnn3)C2)cc1=O (stereo not drawn)

6 records drawn at random from those above:
12-LOX inh | SMILES
-6% | COc1cc(=O)n(-c2ccccc2C)nc1C(=O)NCc1ccc2c(c1)OCO2
? | Cc1ccc(O)c(C(=O)N(C)Cc2ccc(Cl)cc2Cl)c1
20% | CCCCCCCCCOc1ccc(C(=O)c2ccccc2)cc1
8% | CCCNC(=O)C1CCCN(Cc2cccc(C(F)(F)F)c2)C1 (stereo not drawn)
-4% | O=C(O)c1cccc(-c2ccc(F)cc2)c1
8% | Cn1ncc(N2CCOC(CCNC(=O)c3cccnn3)C2)cc1=O (stereo not drawn)

(cont.)
12-LOX inh | SMILES
2%[176 µM] | Cc1cccc(-c2cnc3n[nH]c(-c4ccc5c(c4)OCO5)c3n2)c1
-11% | COc1cccc(S(=O)(=O)N2CCC(C(=O)N3CCCCCCNC(=O)CC3)CC2)c1
65%[activator][176 µM] | COC(=O)N1CCC(c2nn(-c3ccc(F)cc3)c(=O)[nH]2)CC1
18% | Cc1ncsc1CN(Cc1ccccc1)C(=O)c1cn(CCC2CCCCC2)nn1
4% | O=C([C@@H]1C[C@H](Oc2ccccc2)CN1C(=O)c1ccccn1)N1CCOCC1
36%[activator][176 µM] | O=C(NCC1CC1)C1CCCN(c2nc3ncccc3o2)C1 (stereo not drawn)
1% | Cc1cc(Br)cc2c(C(=O)NC3CCCCC3)cc(-c3ccccc3)nc12
32%[activator] | O=C(CCC1CCCN(S(=O)(=O)c2ccccc2F)C1)NCCN1CCCC1 (stereo not drawn)
26% | Cc1ccc([S+](=O)([O-])N2CCN(c3nc4ncccc4o3)CC2)cc1
-2%[176 µM] | O=C(Nc1ccc2[nH]ccc2c1)C1=NO[C@@H]2CN(Cc3ccc(F)cc3)C[C@H]12
48%[activator] | Cc1cc(C(=O)N2CC(F)(F)C[C@H]2c2nc(C3CC3)no2)ccn1
4% | O=C(NCc1ccc(F)cc1)c1ccc2c(c1)CNCCO2
-3% | COc1ccc(-c2nccc3[nH]nc(-c4ccccc4)c23)cc1
28%[176 µM] | CNC(=O)[C@@H](c1ccccc1)N1CCC[C@H]1C(=O)NCc1ccc(C(F)(F)F)cc1
? | O=C(c1ccncc1)N1CCN(CC2CC=CCC2)CC1 (stereo not drawn)
-1% | CC(C)CN1C(=O)c2ccccc2C(C(=O)Nc2ccc(C(N)=O)cc2)C12CCCC2 (stereo not drawn)
-7%[176 µM] | COc1ccc(Cn2c3c(c(=O)n2Cc2ccccc2)CCN(C(C)=O)C3)cc1
20% | COc1ccc(-c2ccnc3nc(Cc4cc(F)cc(F)c4)nn23)c(F)c1
-4% | CCOc1ccccc1NC(=O)Cn1c(=O)n(CC)c(=O)c2c1cc(C)n2C
26% | C=C(C)CNC(=S)N/N=C/c1cccc(C(F)(F)F)c1
3% | COc1ccc(CCN2CC(NCc3ccc(-n4cccn4)cc3)CC2=O)cc1 (stereo not drawn)
-5% | COc1cc(C)cc2oc(=O)c(CC(=O)NCCc3ccccc3F)c(C)c12
12% | Cc1cc(C(=O)N2[C@@H]3CC[C@H]2CC(NC(=O)c2ccc(F)cc2)C3)nn1C (stereo partly drawn)
6% | O=C(NCc1cccnc1)c1cc(-c2cccnc2)nc2ccccc12
12% | Cc1ccc(-c2c(NC(=O)C3CC3)nc3ncccn23)cc1
-2% | CC(CCc1ccco1)NC(=O)CCc1nnc2ccc(N3CCOCC3)nn12 (stereo not drawn)
6% | Cc1cccc(CNC(=O)c2cnn(-c3nccc(-c4cccs4)n3)c2C(C)C)n1
-37% | N#Cc1ccccc1NC(=O)C1CCCC1
? | N#Cc1ccccc1COC(=O)COc1ccc2c(c1)CCC2
? | Cc1nn(C(C)C)c(C)c1NC(=O)c1cc2occc2n1Cc1ccccc1
-1% | O=C(CSc1nnc(Cc2ccccc2)o1)Nc1ccc(Br)c(Cl)c1
82%[activator][176 µM] | Fc1ccc(-c2noc([C@@H]3Cc4nc[nH]c4CN3Cc3ccccc3)n2)cc1Cl
-5% | COc1ccc(CNC(=O)N2CCN(S(=O)(=O)c3c(Cl)cccc3Cl)CC2)cn1
-1% | Cc1cccc(NC(=O)Cn2c(C)cc3nc4n(c(=O)c32)CCCCC4)c1
9%[6.33 µM] | O=C1NC(=NC2CCCC2)C2(CCN([S+](=O)([O-])c3cccs3)C2)N1c1cccnc1 (stereo not drawn)
21% | COC1CCC12CCN(C(=O)c1ccc3[nH]ccc3c1)CC2 (stereo not drawn)
-30%[57.4 µM] | COc1cc(F)c(F)c(Nc2ccc(I)cc2F)c1NS(=O)(=O)C1(C[C@H](O)CO)CC1
? | Cc1ccc(NC(=O)c2ccc3ccccc3n2)c(C)c1
84%[activator] | CCn1ccc(C(=O)N2CCCC2c2cc(C)no2)n1 (stereo not drawn)
19% | CCC(CC)n1ncc(C)c1NC(=O)CC(c1ccccc1)c1ccco1 (stereo not drawn)
2% | COc1cccc(-c2ccnc(-n3ncc(C(=O)NCC4(N5CCCCC5)CCCC4)c3C)n2)c1
51% | CNC(=O)Nc1ccc(C2(C(=O)NC(C)C)CCC2)cc1
16µM* | CCc1ccc(CCC(=O)NNc2cccc(Cl)c2)cc1
51%[activator] | Cn1c(=O)c2c([nH]c(=O)n2Cc2ccccc2F)n(C)c1=O
17%[176 µM] | CN1CCN(c2cc(=O)c3ccnc(-c4cn[nH]c4)c3o2)CC1
-9% | CC(C)Oc1cccc(-c2nc(C(=O)NCc3ccco3)cs2)c1
-23% | Cc1ccc(-c2cn(CCC(N)=O)c(=O)cn2)cc1
41%[activator] | COc1ccc(CC(=O)N2c3ccccc3CC2c2nc(C(C)C)no2)cc1OC (stereo not drawn)
